Tau ThT inhib: qHTS for Inhibitors of Tau Fibril Formation, Thioflavin T Binding; Potency, µM (series often up to 57.4 µM), for inactives: at the top dose activity, negative = inhibition, most hits filed as inhibitors; recombinant tau K18 P301L (four-repeat tau fragment), heparin-induced fibrillization, ThT fluorescence; AID 1460, 2008; Microtubule-associated protein tau (Homo sapiens), P10636; 270,000 compounds, 2.1% hits; note: nearly all actives have a fitted effect of over 55% in size
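Heparin-induced (20 uM) aggregation of recombinant human K18 P301L tau, 15 uM unlabeled with 0.24 uM labeled, pH 7 acetate buffer, 6 hr at 37 C with compound. Fibrils quantified by 30 uM ThT fluorescence after 1 hr ambient incubation.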
L3MBTL1 block: qHTS Assay for the Inhibitors of L3MBTL1; AID 485360, 2010; Lethal(3)malignant brain tumor-like protein 1 (Homo sapiens), Q9Y468; Potency, µM (doses to about 57.1 µM), without a hit: top-dose activity, negative = inhibition, actives largely listed as inhibitors; 230,000 compounds, 0.66% hits; AlphaScreen L3MBTL1–H3K9me1 peptide binding; note: nearly all actives have a fitted effect of over 60% in size
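L3MBTL1 (50 nM) pre-complexed 30 min with biotinylated H3(1-15)K9me1 peptide (75 nM), then compounds added for 30 min at room temperature; AlphaScreen streptavidin donor/nickel chelate acceptor beads (10 ug/mL final) read after 30 min dark incubation.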
RGS12 GoLoco inh: qHTS Assay for Inhibitors of RGS12 GoLoco Motif Activity (Red Fluorophore); Guanine nucleotide-binding protein G(i) subunit alpha-1 (Homo sapiens), P63096; Gai1:RGS12 GoLoco peptide FP, rhodamine, 10 min; Potency, µM (series often up to 61.6 µM), without a hit: top-dose activity, negative = inhibition, hits mostly inhibitors; 230,000 compounds, 0.44% hits; AID 880, 2007; active = well fitted inhibition curve with a large enough effect, not every such curve was filed as active; inactive = no such curve, though single readings can be large or run the other way; note: nearly all actives have a fitted effect of over 30% in size; many of its hits are not listed in these tables
RECQ1 helicase: qHTS Assay for Inhibitors of RecQ-Like Dna Helicase 1 (RECQ1). AID 2549, 2010. ATP-dependent DNA helicase Q1 (Homo sapiens), P46063. RECQ1 DNA unwinding, red fluorescence kinetic read. Potency, µM (top dose mostly 57.3 µM), without a hit: at the top dose activity, negative = inhibition, actives largely listed as inhibitors. 240,000 compounds, 0.54% hits;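 note: plate controls were vehicle for no effect and no enzyme for full effect; nearly all actives have a fitted effect of over 30% in size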
Target sequence (P46063 whole entry, looked up): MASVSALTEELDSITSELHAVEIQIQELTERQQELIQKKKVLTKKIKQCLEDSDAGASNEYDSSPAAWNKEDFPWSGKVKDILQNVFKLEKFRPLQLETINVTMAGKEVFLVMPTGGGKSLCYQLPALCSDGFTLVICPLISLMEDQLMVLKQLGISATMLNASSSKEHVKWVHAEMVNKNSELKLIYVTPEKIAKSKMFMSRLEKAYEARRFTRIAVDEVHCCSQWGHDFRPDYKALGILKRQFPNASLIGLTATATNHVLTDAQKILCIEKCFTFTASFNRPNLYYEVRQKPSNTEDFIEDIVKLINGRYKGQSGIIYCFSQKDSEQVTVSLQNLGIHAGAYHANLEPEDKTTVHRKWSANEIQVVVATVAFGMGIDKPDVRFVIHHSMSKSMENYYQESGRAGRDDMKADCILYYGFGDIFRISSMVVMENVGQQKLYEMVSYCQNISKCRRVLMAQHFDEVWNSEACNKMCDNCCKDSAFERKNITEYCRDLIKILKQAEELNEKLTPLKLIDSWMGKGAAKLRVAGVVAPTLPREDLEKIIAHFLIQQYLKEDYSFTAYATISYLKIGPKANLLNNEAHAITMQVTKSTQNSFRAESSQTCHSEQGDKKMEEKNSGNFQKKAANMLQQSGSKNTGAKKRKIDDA
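50 nM RECQ1T1 preincubated 15 min with compound in Tris pH 8.0 buffer with MgCl2, DTT, Tween-20 and 2.5 ug/ml poly(dI-dC); started with 200 nM TAMRA/BHQ-2 forked duplex and 2 mM ATP. Unwinding read as fluorescence (525/598 nm), two reads 2 h apart.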
TRb SRC2 PPI: qHTS for Inhibitors of the Interaction of Thyroid Hormone Receptor and Steroid Receptor Coregulator 2 | Potency, µM (top dose mostly 106 µM), for inactives: top-dose activity change, negative = inhibition, actives largely listed as inhibitors | 280,000 compounds, 0.065% hits | TRbeta-SRC2 peptide binding, fluorescence polarization; receptor liganded with 1 µM T3;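 note: plate controls were bound peptide for no effect and peptide without receptor for full effect; nearly all actives have a fitted effect of over 50% in size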
Target sequence (P10828 whole entry, looked up): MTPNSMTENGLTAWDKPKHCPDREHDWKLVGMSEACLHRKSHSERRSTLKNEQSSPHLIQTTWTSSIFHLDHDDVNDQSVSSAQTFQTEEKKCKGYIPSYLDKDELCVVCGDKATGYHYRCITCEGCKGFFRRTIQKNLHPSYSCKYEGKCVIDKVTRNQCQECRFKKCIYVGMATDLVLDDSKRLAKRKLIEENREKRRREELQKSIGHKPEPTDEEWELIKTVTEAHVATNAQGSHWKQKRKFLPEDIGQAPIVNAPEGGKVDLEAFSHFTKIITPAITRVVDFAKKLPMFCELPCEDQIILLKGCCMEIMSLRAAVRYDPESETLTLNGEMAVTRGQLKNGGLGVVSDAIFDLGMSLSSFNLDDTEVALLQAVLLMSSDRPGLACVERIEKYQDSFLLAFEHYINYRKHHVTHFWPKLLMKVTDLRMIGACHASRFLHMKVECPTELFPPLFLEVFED
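Decrease in fluorescence polarization of 20 nM Texas Red SRC2 coactivator peptide flagged inhibition of its binding to 0.6 uM TRb LBD; 1 uM T3 included, incubation 5 hr, ex 555/em 632 nm.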
TexasRed fluor: Total Fluorescence Counterscreen for Inhibitors of the Interaction of Thyroid Hormone Receptor and Steroid Receptor Coregulator 2 | TRb/SRC2 Texas Red total fluorescence interference | Potency, µM (titrated, usually from 106 µM), without a hit: top-dose fluorescence change, negative = quenching | 280,000 compounds, 0.29% hits; active = well fitted curve in either direction with a large enough effect; inconclusive = small, poorly fitted or top-dose-only effect
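Flags fluorescent or light-absorbing compounds by total fluorescence, S + 2P, at 555 nm excitation and 632 nm emission. Mixture: 20 nM Texas Red SRC2 peptide, 0.6 uM human TRb LBD, 1 uM T3, 5% DMSO; compound exposure 5 h at ambient temperature.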
JMJD2E inh: qHTS Assay for Inhibitors of Human Jumonji Domain Containing 2E (JMJD2E); Lysine-specific demethylase 4E (Homo sapiens), B2RXH2; JMJD2E catalytic domain, FDH-coupled NADH fluorescence (FDH is formaldehyde dehydrogenase); Potency, µM (series often up to 57.1 µM), for inactives: at the highest dose activity change, negative = inhibition, hits mostly inhibitors; 230,000 compounds, 1.6% hits; AID 2147, 2009; active = well fitted inhibition curve with a large enough effect, not every such curve was filed as active; inconclusive = small, poorly fitted or top-dose-only effect, or another doubt; inactive = no such curve, though single readings can be large or run the other way;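 note: 0% = wells with enzyme and -100% = buffer wells without enzyme; nearly all actives have a fitted effect of over 50% in size; many of its hits are not listed in these tables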
Tau FP inhib: qHTS for Inhibitors of Tau Fibril Formation, Fluorescence Polarization. Microtubule-associated protein tau (Homo sapiens), P10636. K18 P301L tau heparin fibrillization, Alexa594 FP, 6 h. Potency, µM (highest dose often 57.7 µM), inactives show top-dose activity, negative = inhibition, most hits filed as inhibitors. 280,000 compounds, 0.39% hits. AID 1468, 2008; note: nearly all actives have a fitted effect of over 55% in size
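Read-out: fluorescence polarization of Alexa 594-labeled tau (0.24 uM), 555 nm excitation, 632 nm emission. Mixtures held 15 uM unlabeled K18 P301L, compound and 20 uM heparin, pH 7 acetate buffer, incubated 6 hr at 37 C.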
An asterisk follows results filed as active; i = inactive; ? = inconclusive; . = not tested or not shown; [ ] = another dose, or the depositor's remark. Unless noted, calls come from the whole dose curve; as a rule, active = well fitted curve in the direction sought with a large enough effect; inconclusive = small, poorly fitted or top-dose-only effect, or another doubt; inactive = no such curve, though single readings can be large; an effect the other way counts as inactive or inconclusive. Unless noted, % is set by controls: 0 for no effect and ±100 for the full control effect; potency is the fitted concentration of half-maximal effect. These rows are one share of the data (hit frequency here may not be typical).

SMILES	Tau ThT inhib	L3MBTL1 block	RGS12 GoLoco inh	RECQ1 helicase	TRb SRC2 PPI	TexasRed fluor	JMJD2E inh	Tau FP inhib
O=C(Oc1cccc2cccnc12)c1ccc(Br)o1	-6%	-8%	5%	i	-3%	-2%	1%	3%
O=C1C=Cc2ccccc2/C1=C/c1[nH]c(=O)[nH]c1O	-18%	-1%	10%	1%	-1%	-2%	?	-5%
CC(C)C1C(C#N)=C(N)Oc2n[nH]c(C(C)(C)C)c21 (stereo not given)	-20%	1%	4%	-5%	-1%	-1%	4%	-8%
CC(CCc1ccccc1)NC(=O)CCCCCNc1nc(=S)[nH]c2ccccc12 (stereo not given)	0%	.	7%	-10%	3%	2%	-9%	-10%
O=C(NCc1ccccc1)N1CCC(CO)(CCc2ccccc2)CC1	-7%	-1%	4%	i	0%	0%	-1%	3%
COC(=O)c1c(N(S(C)(=O)=O)S(C)(=O)=O)sc2c1CCN(c1ncc(C(F)(F)F)cc1Cl)C2	-15%	.	105%[activator]	i	-2%	5%	-10%	0%
Cc1ccccc1Cn1nnc2c(=O)[nH]c(C3CCN(C(=O)c4ccccc4)CC3)nc21	2%	.	.	.	1%	-1%	.	-2%
CCOC(=O)N1CCC(N2CCN(S(=O)(=O)c3ccc(NC(C)=O)cc3)CC2)CC1	-3%	.	-4%	-1%	-4%	-2%	?	-3%
CC(C)CC(N=C1NC(C)(C)Cc2ccccc21)C(=O)O (stereo not given)	13%	-6%	-12%	7%	16%	0%	-5%	-1%
COc1ccc2c(c1)c(CC(=O)Nc1cc(C)ccc1C)c(C)n2C(=O)c1ccc(Cl)cc1	-8%	-11%	59%[activator]	2%	-1%	0%	3%	1%
Cc1ccc(NCC(=O)N/N=C/c2ccc(-c3cccc(C(F)(F)F)c3)o2)cc1	?	-17%	14%	-2%	0%	2%	-9%	0%
CCCC(=O)c1ccc(N2CCN(C(=O)OCC)CC2)c(F)c1	?	0%	3%	-4%	-3%	-3%	-4%	-1%
O=C(NCc1ccccc1F)C(=O)NCC(c1ccco1)S(=O)(=O)c1cccs1 (stereo not given)	-6%	.	.	.	-6%	0%	.	-6%
CCN1CCN(Cc2nc3c(c(=O)[nH]c(=O)n3C)n2Cc2ccccc2Cl)CC1	-3%	15%	-1%	1%	-2%	-8%	1%	-8%
Cc1ccc(C(NC(=O)c2ccccc2)C(Cl)Cl)cc1 (stereo not given)	-7%	7%	-8%	-11%	-1%	-1%	-3%	-4%
CCc1ccc(NCc2cc3ccc(OC)cc3n(CC(=O)Nc3ccc(C(C)C)cc3)c2=O)cc1	-3%	.	.	.	?	-2%	.	?
CSC1=C(C#N)C(c2ccccc2Cl)C(C(=O)c2cccs2)C(O)(C(F)(F)F)N1 (stereo not given)	-13%	-6%	6%	-12%	11%	2%	9%	-6%
O=c1c2nnn(-c3ccc(Cl)cc3)c2ncn1Cc1ccccn1	-8%	5%	28%	3%	-7%	1%	11%	4%
Cn1nc(C(F)(F)F)c(-c2ccccc2)c1NC(=O)c1cccnc1	-8%	-9%	5%	1%	-11%	-2%	-11%	-2%
Cc1cc(C)c[n+](C[n+]2cc(C)cc(C)c2)c1	-4%	4%	4%	-6%	-3%	0%	-4%	-6%

Limited to RGS12 GoLoco inh, for some of the entries so far:
mol	RGS12 GoLoco inh
O=C(NCc1ccccc1)N1CCC(CO)(CCc2ccccc2)CC1	4%
COC(=O)c1c(N(S(C)(=O)=O)S(C)(=O)=O)sc2c1CCN(c1ncc(C(F)(F)F)cc1Cl)C2	105%[activator]

Other compounds.
SMILES	Tau ThT inhib	L3MBTL1 block	RGS12 GoLoco inh	RECQ1 helicase	TRb SRC2 PPI	TexasRed fluor	JMJD2E inh	Tau FP inhib
CC1=CC(C)(C)N(C(=O)CSc2nnc(N)s2)c2c(C)cc(C)cc21	-7%	-4%	4%	-12%	-5%	0%	10%	-2%
Cc1cccc(Nc2nc(N3CCCC3)nc(N3CCCC3)n2)c1	-20%	.	3%	-4%	-1%	-2%	5%	-3%
COc1ccc(/C(=N\O)c2ncc(C(F)(F)F)cc2Cl)cc1	-10%	.	9%	-5%	2%	2%	1%	-7%
Cn1c(=O)c2c(nc(NN=C3CCCC3)n2C)n(C)c1=O	22µM*	-10%	1%	-21%	1%	-1%	?	?
CC1CCN(S(=O)(=O)c2cc(C(=O)N3CCN(c4ncccn4)CC3)ccc2Br)CC1	-15%	-10%	14%	-2%	12%	1%	4%	5%
CCc1ccccc1NC(=O)NCc1ccc2c(c1)CCN2C(=O)c1ccccc1	-16%	.	.	.	-1%	-2%	.	3%
COc1cccc(Cn2c(NCC(C)C)nc3c2c(=O)n(C)c(=O)n3C)c1	-5%	2%	7%	-1%	5%	-1%	4%	10%
CCCCn1c(SCC(=O)Nc2cc(C)on2)nc2c1c(=O)n(C)c(=O)n2C	-10%	0%	-2%	-9%	4%	-1%	-1%	-1%
CCOC(=O)C1CCN(C(=O)C(CC)c2ccccc2)CC1 (stereo not given)	0%	3%	3%	10%	2%	1%	?	-7%
CC1CCCC(C)N1C(=O)CSc1nnc(CSc2ncccn2)n1C (stereo not given)	-4%	-4%	-6%	-16%	-10%	1%	6%	2%
CCOC(=O)C1C(=O)C=C(/C=C/c2ccc(N(C)C)cc2)CC1c1ccccc1 (stereo not given)	?	21%	76%[activator]	-4%	10%	7%	4%	-5%
O=C(Nc1ccccc1N1CCN(C(=O)c2ccc(Cl)cc2)CC1)c1cc(Br)ccc1Cl	?	-2%	13%	i	1%	-5%	?	-1%
O=[N+]([O-])c1cc(Br)c(OCc2nnc(-c3ccccc3)o2)c(Br)c1	?	-10%	3%	i	8%	-2%	1%	1%
C=C1c2cccc(C(F)(F)F)c2O[C@H](C(=O)OCC)C1OC (mixture of isomers)	-13%[81.4 µM]	.	0%[88.7 µM]	4%[81.1 µM]	3%	2%	.	2%[81.3 µM]
CSc1nc(-c2ccc(Cl)cc2)c(C#N)c(=O)n1C	5%	9%	4%	i	-6%	2%	1%	-1%
CCOc1ccc(C(=O)NCc2ccncc2)cc1	0%	2%	-21%	-3%	-18%	-1%	4%	2%
COc1ccc(-n2ccn(CC(=O)Nc3ccccc3C(F)(F)F)c(=O)c2=O)cc1OC	?	.	.	.	-1%	-27%	.	9%
COCCN=c1scc(-c2cc(OC)c(OC)c(OC)c2)n1/N=C/c1c(C)[nH]c2ccccc12	?	?	93%[activator]	-22%	0%	6%	?	6%
O=C(CSCn1nnc2c(=O)[nH]c(Cc3ccc(F)cc3)nc21)Nc1ccccc1	-1%	.	.	.	-1%	-15%	.	-3%
N#Cc1c(-c2ccc(Cl)cc2)c2c([nH]c1=S)CCCC2	-8%	.	11%	-6%	5%	0%	-2%	-5%
CCOC(=O)c1cc(NC(=O)CCC(=O)O)ccc1N1CCCCC1	-8%	-5%	5%	-12%	3%	-5%	-23%	-10%
COc1ccc2c(c1)O[C@@H](c1cccc(C(F)(F)F)c1)[C@H](OC(=O)NS(=O)(=O)c1ccc(F)cc1)C2=O	1%	.	-2%	0%	1%	-1%	9%	5%
CCOc1ccc(Cn2nnc(C(=O)NCCc3ccc(Cl)cc3)c2N)cc1	-7%	.	6%	-12%	-8%	-3%	-8%	-3%
CC(Sc1nnc2c(n1)C1CCC2(C)C1(C)C)C(=O)Nc1ccccc1 (stereo not given)	3%	-5%	-4%	-5%	1%	-4%	-12%	-4%
CCSc1nnc([C@H](Cc2ccccc2)NC(=O)OC(C)(C)C)o1	-13%	.	2%	-10%	-4%	-2%	-1%	10%
CC(C)(C)n1nc2c(c1NC(=O)c1ccco1)CS(=O)C2 (stereo not given)	4%	6%	3%	i	-2%	-2%	13%	2%
COc1cccc(NS(=O)(=O)CC23CCC(CC2=O)C3(C)C)c1 (stereo not given)	-6%	.	3%	-1%	-9%	-1%	1%	-1%
COc1ccc(C(=O)CSc2nnc(-c3ccccc3)o2)cc1	-11%	2%	6%	-19%	10%	-1%	-22%	-3%

Record cards (already shown). Screens in order: Tau ThT inhib | L3MBTL1 block | RGS12 GoLoco inh | RECQ1 helicase | TRb SRC2 PPI | TexasRed fluor | JMJD2E inh | Tau FP inhib
COc1cccc(NS(=O)(=O)CC23CCC(CC2=O)C3(C)C)c1 (stereo not given) as listed: -6% | . | 3% | -1% | -9% | -1% | 1% | -1%
COc1ccc(C(=O)CSc2nnc(-c3ccccc3)o2)cc1 as listed: -11% | 2% | 6% | -19% | 10% | -1% | -22% | -3%
CC(Sc1nnc2c(n1)C1CCC2(C)C1(C)C)C(=O)Nc1ccccc1 (stereo not given) as listed: 3% | -5% | -4% | -5% | 1% | -4% | -12% | -4%
CCOc1ccc(Cn2nnc(C(=O)NCCc3ccc(Cl)cc3)c2N)cc1 as listed: -7% | . | 6% | -12% | -8% | -3% | -8% | -3%
COc1ccc2c(c1)O[C@@H](c1cccc(C(F)(F)F)c1)[C@H](OC(=O)NS(=O)(=O)c1ccc(F)cc1)C2=O as listed: 1% | . | -2% | 0% | 1% | -1% | 9% | 5%

Screening data (PubChem)
